# RGS4 act: RGS4 potentiation or activation; B-score at 10 µM; 310,000 compounds, 0.92% hits; HEK293 M3R/inducible RGS4, carbachol calcium flux Fluo4; stronger effect = lower value;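 active = B-score of the integrated calcium signal more than 4 SD below the library mean, with starting fluorescence not abnormally high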;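 also: negative B-score means reduced calcium response which marks RGS4 activation or potentiation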
#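 Assay system: HEK293 FlpIn-TREx cells, stable M3R, doxycycline-inducible RGS4 / Probe or stimulus: carbachol, ECmax concentration / Times: overnight RGS4 induction, 30 min dye load 37 °C, 20 min compound RT / Signal: kinetic calcium fluorescence imaging with Fluo4-AM dye, 2 µM / Measure: Agonist-evoked peak-minus-minimum fluorescence over baseline, integrated ratio, B score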
# KCNK9 block: human KCNK9 channel inhibition. 310,000 compounds, 1.2% hits. B-score at 10 µM. HEK293 KCNK9, FluxOR thallium flux fluorescence; stronger effect = lower value. Q9NPC2;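 active = ratio B-score over 3 SD below the library mean, with starting fluorescence within 5 SD of its mean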;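 also: negative B-score means less thallium flux so channel inhibition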
# Target sequence (Q9NPC2 whole entry, looked up): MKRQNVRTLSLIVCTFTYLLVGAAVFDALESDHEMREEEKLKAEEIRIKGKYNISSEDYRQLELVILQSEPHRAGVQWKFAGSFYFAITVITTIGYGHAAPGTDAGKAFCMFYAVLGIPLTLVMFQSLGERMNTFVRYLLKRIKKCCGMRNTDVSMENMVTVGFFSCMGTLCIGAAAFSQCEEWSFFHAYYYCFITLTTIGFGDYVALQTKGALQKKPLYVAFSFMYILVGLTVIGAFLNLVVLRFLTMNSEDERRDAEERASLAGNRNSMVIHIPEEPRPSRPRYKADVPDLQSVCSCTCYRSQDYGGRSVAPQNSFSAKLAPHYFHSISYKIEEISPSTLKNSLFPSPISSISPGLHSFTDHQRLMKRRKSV
# DYRK1A inh: Dyrk1A (rat) kinase inhibition; Q63470; AID 504441; ADP-Glo luminescence, NFATc1 peptide; 310,000 compounds, 0.43% hits; inhibition, % at 12.5 µM; in the data active = inhibition above about 50%;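 also: plate controls were vehicle with enzyme for no effect and no enzyme for full effect; many of its hits are not listed in these tables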
# KCNQ1 block: blocks the human KCNQ1 potassium channel; AID 2642; CHO-K1 KCNQ1, FluxOR thallium flux fluorescence; stronger effect = higher value; P51787; B-score at 10 µM; 310,000 compounds, 1.3% hits;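 active = compounds whose thallium flux B-score, printed positive for inhibition, exceeds three library SD while starting fluorescence stays within three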;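 also: channel opened by potassium depolarization with thallium stimulus after 20 min compound exposure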
# hERG protect: hERG (human) protection from proarrhythmic block. Q12809. CHO-hERG, FluxOR thallium flux, dofetilide IC70 present. activation (rescue from dofetilide block), less the hit threshold, % at 10 µM. 310,000 compounds, 0.51% hits. AID 1511;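 active = activation above the mean of controls blocked by dofetilide plus 5 SD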;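 also: thallium influx through hERG after potassium depolarization seen as dye fluorescence rise; in these data hits start at about 4.7%; inactives centre near -7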
# GSK3 alpha inh: blocks human GSK-3 alpha kinase; P49840; ADP-Glo luminescence, 60 min; inhibition, % at 10 µM; 320,000 compounds, 0.1% hits; AID 2650;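 in the data active = inhibition above about 50%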;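 also: GST-tagged GSK-3 alpha with peptide substrate and 25 µM ATP; 0% = DMSO neutral wells and 100% = GW8510 positive control wells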
# KCNQ1 pot: potentiators or activators of human KCNQ1 potassium channel; P51787; B-score at 10 µM; 310,000 compounds, 0.35% hits; CHO-K1 KCNQ1, thallium flux FluxOR fluorescence; stronger effect = higher value;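 active = fluorescence ratio B-score, a plate-corrected score, at least three library SD, with initial intensity B-score within 5 SD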
#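 Assay system: stable KCNQ1 CHO-K1 line; medium: assay buffer, equal DMSO in all wells; timing: 90 min dye loading and 20 min compound exposure, both at room temperature; technique: kinetic FluxOR thallium fluorescence, 10-s 1-Hz baseline, 110-s post-stimulus read; read-out basis: B score of baseline-normalized fluorescence ratio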
# KCNK3 block: human KCNK3 channel inhibition, primary screen. AID 602410. CHO-KCNK3 thallium flux, FluxOR fluorescence; stronger effect = lower value. 340,000 compounds, 0.84% hits. O14649. B-score at 10 µM;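 active = B-score under library mean minus 4 SD, starting fluorescence ratio at most library mean plus 5 SD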;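 also: more negative B-score means stronger inhibition of thallium flux through KCNK3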
# RGS4 inh: inhibitors of human RGS4; HEK293 M3R/RGS4 inducible, Fluo-4 calcium flux; stronger effect = higher value; triggered by carbachol at its EC20; B-score at 10 µM; 310,000 compounds, 0.45% hits; AID 463165;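 active = B-score, a plate-corrected calcium signal, over three deviations above library mean, with baseline fluorescence within five deviations of library mean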;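 also: RGS4 expression induced by doxycycline in cells with stable M3 receptor; B-score is computed from the integrated fluorescence ratio over baseline after carbachol; higher B-score means a larger calcium signal and so more RGS4 inhibition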
# Target sequence (P49798 whole entry, looked up): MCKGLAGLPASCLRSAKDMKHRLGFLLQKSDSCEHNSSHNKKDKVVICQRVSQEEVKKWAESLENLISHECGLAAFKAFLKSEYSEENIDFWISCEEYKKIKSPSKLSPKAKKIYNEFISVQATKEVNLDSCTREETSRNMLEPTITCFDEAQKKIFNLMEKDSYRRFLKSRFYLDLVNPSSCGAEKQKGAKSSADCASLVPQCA
# GSK3beta inhib: inhibitors of human GSK3beta kinase. P49841. GST-GSK3beta kinase, ADP-Glo luminescence, 60 min; stronger effect = lower value. activity score (negative = inhibition), % at 10 µM. 300,000 compounds, 0.038% hits. AID 2097;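 active = more than half of replicate wells score below -50%, meaning over 50% inhibition versus plate controls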;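 also: 0% = median DMSO wells and -100% = median GW8510 positive control wells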
# Target sequence (P49841 whole entry, looked up): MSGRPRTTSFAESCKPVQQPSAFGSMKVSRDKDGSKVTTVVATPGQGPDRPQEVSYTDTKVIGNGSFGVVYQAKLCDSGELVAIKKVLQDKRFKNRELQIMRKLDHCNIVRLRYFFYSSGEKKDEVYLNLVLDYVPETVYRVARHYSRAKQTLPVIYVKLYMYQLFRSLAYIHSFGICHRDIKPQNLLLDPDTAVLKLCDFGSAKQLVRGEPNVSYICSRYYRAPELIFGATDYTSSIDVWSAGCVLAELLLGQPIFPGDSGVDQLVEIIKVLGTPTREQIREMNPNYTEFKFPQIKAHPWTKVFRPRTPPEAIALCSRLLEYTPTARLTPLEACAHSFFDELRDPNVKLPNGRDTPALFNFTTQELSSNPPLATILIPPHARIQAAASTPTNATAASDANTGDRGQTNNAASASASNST
#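 test system = GST-tagged human GSK3beta kinase, cell-free | reagent = 25 µM ATP with peptide substrate | dosing = one dose of 10 µM per compound | schedule = 60 min reaction, RT | detection = luminescent ADP-Glo measurement of ADP formed | control set = DMSO neutral wells and GW8510 at 20 µM as positive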
# PolyA inhibitor: inhibitors of polyadenylation in S. cerevisiae; calls only at 12 µM; S. cerevisiae SKY197-pL101 polyadenylation reporter, beta-gal luminescence; efflux-impaired pdr1/pdr3 knockout yeast; score 100 = 6 SD above DMSO; 300,000 compounds, 0.02% hits;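 active = lowest replicate activity score at least 50, where 100 means six control SD above control mean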;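 also: yeast exposed to compound for 9 h at 30 °C; higher score means more reporter readthrough which indicates perturbed polyadenylation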
# Numbers without * were called inactive; i = inactive; nt = no result given. The list is partial; rates above refer to the full screens.
# Values run as follows: RGS4 act | KCNK9 block | DYRK1A inh | KCNQ1 block | hERG protect | GSK3 alpha inh | KCNQ1 pot | KCNK3 block | RGS4 inh | GSK3beta inhib | PolyA inhibitor
O=C(NC(=O)c1cc(OCC(F)(F)F)ccc1OCC(F)(F)F)Nc1ccccc1
 : i | i | -4 | i | -5 | -1 | i | i | i | 1 | i
O=C(NCCc1ccccc1)c1ccc(OCCOc2ccccc2)cc1
 : i | i | -1 | i | -8 | -7 | i | i | i | 3 | i
O=C(NC(=S)NCC1CCCO1)c1ccc([N+](=O)[O-])cc1 (stereo not drawn)
 : i | i | -3 | i | -7 | 0 | i | i | i | 4 | i
O=C(NNC(=S)Nc1ccccc1)c1ccc2ncccc2c1
 : i | i | nt | i | -5 | -1 | i | i | i | 0 | i
O=S(=O)(NCCc1csc(-c2cccnc2)n1)c1cccc(F)c1
 : i | i | -2 | i | -8 | -1 | i | i | i | -2 | i
COC(c1ccccc1)c1nnc(CCC(=O)NCCc2ccc(Cl)cc2)o1 (stereo not drawn)
 : i | i | -4 | i | -2 | -2 | i | i | i | 1 | i
CN(C)CCNc1oc(-c2cccc(Cl)c2)nc1C#N
 : i | i | -1 | i | -13 | 1 | i | i | i | 5 | i
Cc1occc1-c1nnc(SCC(=O)Nc2ccccc2)n1Cc1ccccc1
 : i | i | -7 | i | 0 | -2 | i | i | i | 1 | i
CC(=O)c1ccc(NC(=O)c2ccc(N3C(=O)c4cccnc4C3=O)cc2)cc1
 : i | i | -6 | i | -8 | 1 | i | i | i | -1 | i
Cc1ccc2[nH]c(=O)c(C(c3nnnn3C3CCCC3)N(Cc3cccnc3)Cc3ccco3)cc2c1 (stereo not drawn)
 : i | i | -2 | i | -10 | -2 | i | i | i | 4 | i
N#Cc1nc(N2CCCC2)nc(N2CCCC2)n1
 : i | i | 1 | i | -3 | -1 | i | i | i | 2 | i
Cc1cc(C)n(-c2ccc3cccc(NS(C)(=O)=O)c3n2)n1
 : i | i | 1 | i | -16 | -3 | i | i | i | 5 | i
Cc1ccc(CSc2nc3c(c(SCC(=O)O)n2)CCCC3)cc1
 : i | i | -2 | i | 2 | -10 | i | i | i | 5 | i
CCc1ccc(/C=N/NC(=O)c2ccc(OC3CCCC3)cc2)s1
 : i | i | -4 | i | 2 | -4 | i | i | i | 0 | i
CCn1nc(NS(=O)(=O)c2ccc(NC(C)=O)cc2)c2cc3cccc(C)c3nc21
 : i | i | -1 | i | -9 | -6 | i | i | i | 0 | i
CSc1nnc(NC(=O)C23CC4CC(CC(C4)C2)C3)s1
 : i | i | 6 | i | -4 | 0 | i | i | i | -1 | i
Cc1nn(Cc2ccccc2)c(Cl)c1C(=O)OC1CCOC1=O (stereo not drawn)
 : i | i | -12 | i | -9 | 0 | i | i | i | 3 | i
C=CCn1c(Br)nc2c1c(=O)[nH]c(=O)n2C
 : i | i | -8 | i | 5.5* | -3 | i | i | i | 0 | i
CCCCCC(=O)Nc1cc(S(=O)(=O)N2CCOCC2)ccc1Oc1ccc(OCC)cc1
 : i | i | 0 | i | -16 | -4 | i | i | i | 2 | i
COc1ccccc1NC(=O)NNC(=O)c1ccc(-c2ccccc2)cc1
 : i | i | nt | i | -4 | -2 | i | i | i | -1 | i
CC(NC(=O)c1cc(COc2c(F)cccc2F)on1)c1cnn(-c2ccccc2)c1 (stereo not drawn)
 : i | i | -4 | i | -1 | 2 | i | i | i | 1 | i
O=C(CSc1nnnn1-c1cccc(C(=O)O)c1)NC(c1ccccc1)c1ccccc1
 : i | i | 1 | i | -2 | 0 | i | i | i | 0 | i
CC(C)N(Cc1cnn(C)c1)Cc1nc(COc2ccccc2)no1
 : i | i | 3 | i | -7 | 0 | i | i | i | 0 | i
C1=C(CCNCC2CCCCC2)CCCC1
 : i | i | 9 | i | -9 | -3 | i | i | i | -1 | i
CCn1c(SCC(=O)NCC2CCCO2)nc2cc(S(=O)(=O)N3CCCCC3)ccc21 (stereo not drawn)
 : i | i | -1 | i | -15 | -2 | i | i | i | 1 | i
Cc1sc(Cc2nc(O)cs2)nc1-c1ccccc1
 : i | i | -2 | i | -9 | 0 | i | i | i | 1 | i
COC(=O)C1=C(C)NC(=S)NC1/C=C/c1ccccc1 (stereo not drawn)
 : i | i | 0 | i | -12 | 0 | i | i | i | 1 | i
CN(CC(=O)Nc1ccc(OC(F)(F)F)cc1)C(=O)Cc1c(Cl)cccc1Cl
 : i | i | -6 | i | -10 | -4 | i | i | i | -1 | i
Cc1cccc(N2CCN(C(=O)c3c(-c4ccccc4)noc3C)CC2)c1C
 : i | i | 3 | i | -15 | -3 | i | i | i | 0 | i
CCc1nnc(NC(=O)CN2CCN(S(C)(=O)=O)CC2)s1
 : i | i | -2 | i | -5 | -2 | i | i | i | 1 | i

# The closing 5 compounds of the section above open the next one.
# Values run as follows: RGS4 act | KCNK9 block | DYRK1A inh | KCNQ1 block | hERG protect | GSK3 alpha inh | KCNQ1 pot | KCNK3 block | RGS4 inh | GSK3beta inhib | PolyA inhibitor
Cc1sc(Cc2nc(O)cs2)nc1-c1ccccc1
 : i | i | -2 | i | -9 | 0 | i | i | i | 1 | i
COC(=O)C1=C(C)NC(=S)NC1/C=C/c1ccccc1 (stereo not drawn)
 : i | i | 0 | i | -12 | 0 | i | i | i | 1 | i
CN(CC(=O)Nc1ccc(OC(F)(F)F)cc1)C(=O)Cc1c(Cl)cccc1Cl
 : i | i | -6 | i | -10 | -4 | i | i | i | -1 | i
Cc1cccc(N2CCN(C(=O)c3c(-c4ccccc4)noc3C)CC2)c1C
 : i | i | 3 | i | -15 | -3 | i | i | i | 0 | i
CCc1nnc(NC(=O)CN2CCN(S(C)(=O)=O)CC2)s1
 : i | i | -2 | i | -5 | -2 | i | i | i | 1 | i
CCCCn1c(N)c(N(CC(C)C)C(=O)CCS(=O)(=O)c2ccc(C)cc2)c(=O)[nH]c1=O
 : i | i | 11 | i | -18 | -5 | i | i | i | 2 | i
CCN(CC(=O)Nc1ccccc1C(F)(F)F)C(=O)Cc1sc(C)nc1-c1ccc(F)cc1
 : i | i | -1 | i | -2 | -1 | i | i | i | 0 | i
CN1CCSc2ccc(C(=O)NCc3ccccc3F)cc21
 : i | i | 4 | i | -15 | 0 | i | i | i | 1 | i
Fc1ccc(-c2nnc(-c3ccc(Cl)cc3)o2)cc1
 : i | i | 17 | i | -11 | -1 | i | i | i | -1 | i
CCN(C(=O)COC(=O)CCc1ccccc1OC)c1c(N)n(Cc2ccccc2)c(=O)[nH]c1=O
 : i | i | 0 | i | -13 | -3 | i | i | i | -1 | i
CCNC(=O)c1ccc(=O)n(Cc2ccc(Cl)cc2Cl)c1
 : i | i | 0 | i | -9 | -1 | i | i | i | -5 | i
COc1ccc(OC)c(NC(=O)CC2SC(=Nc3ccc(F)cc3)N(CCC3=CCCCC3)C2=O)c1 (stereo not drawn)
 : i | i | -1 | i | -14 | -3 | i | i | i | 3 | i
Cc1cccc(Cc2c(C)nc3c(C(=O)NCc4ccco4)cnn3c2C)c1
 : i | i | -10 | i | -15 | 2 | i | i | i | -5 | i
Cc1c(NC(=S)N/C(=N/S(=O)(=O)c2ccc(Cl)cc2)c2ccccc2)c(=O)n(-c2ccccc2)n1C
 : i | i | 7 | i | -12 | -2 | i | i | i | 0 | i
CCOC(=O)NC(NCCc1ccccc1)(C(F)(F)F)C(F)(F)F
 : i | i | 9 | i | 1 | -2 | i | i | i | -17 | i
CCSc1nc2sc3c(c2c(=O)[nH]1)CC(C)(C)OC3
 : i | i | nt | i | -2 | 6 | i | i | i | 3 | i
CCCCCN1C=CC(=C2C(=O)c3ccccc3C2=O)C=C1
 : i | i | 5 | i | -9 | 2 | i | i | i | -3 | i
O=C(CCNS(=O)(=O)c1cccc2nonc12)NCc1cccs1
 : i | i | -8 | i | -12 | -1 | i | i | i | 1 | i
CCCn1c(=O)c2c(nc3n2CCCN3CCc2ccc(OC)c(OC)c2)n(C)c1=O
 : i | i | -4 | i | -5 | 1 | i | i | i | 0 | i
O=C(Nc1cccc(S(=O)(=O)N2CCOCC2)c1)[C@@H]1CCCN1S(=O)(=O)c1ccc(Cl)cc1
 : i | i | -4 | i | -7 | 7 | i | i | i | -11 | i
Cn1c(=O)c2c(SCC(=O)NCC3CCCO3)nc(CC(C)(C)C)nc2n(C)c1=O (stereo not drawn)
 : i | i | -1 | i | -3 | -1 | i | i | i | 0 | i
O=S(=O)(CCc1nc2ccccc2o1)c1ccc2ccccc2c1
 : i | i | -2 | i | -7 | -2 | i | i | i | 0 | i
COC(=O)c1c(-c2ccc(C)cc2)csc1NC(=O)c1c(-c2ccccc2)noc1C
 : i | i | nt | i | -5 | 0 | i | nt | i | 3 | i
COC(=O)c1ccc(C(=O)NN)cc1
 : i | i | 1 | i | -6 | -1 | i | i | i | -5 | i
O=C(Cc1csc(-c2ccccc2)n1)NCc1ccccc1F
 : i | i | nt | i | -3 | -1 | i | nt | i | -1 | i
COc1ccc(CC(=O)NN2C(=O)c3ccccc3C2=O)cc1
 : i | i | -5 | i | -9 | -1 | i | i | i | 3 | i
Nc1c(C(=O)NCc2ccc3c(c2)OCO3)nnn1Cc1cccc(F)c1
 : i | i | 0 | i | -12 | nt | i | i | i | 1 | i
COc1ccc(NC(=O)c2cc(-c3cccs3)on2)c(OC)c1
 : i | i | 3 | i | -9 | -2 | i | i | i | 1 | i
O=C(c1ccco1)N1CCN(S(=O)(=O)Cc2ccccc2Cl)CC1
 : i | i | 0 | i | -6 | -4 | i | i | i | -1 | i
CC(C)C[C@H](NC(=O)C1CC(=O)N(c2ccc(F)cc2)C1)C(=O)N1CCCCC1 (stereo partly drawn)
 : i | i | 0 | i | -4 | 1 | i | i | i | 0 | i
CCOC(=O)CNC(=S)N(CCCN1CCCC1)Cc1cccs1
 : i | i | -4 | i | -1 | -1 | i | i | i | 0 | i
O=C(O)CCS(=O)(=O)c1nc(-c2cccs2)cc(C(F)(F)F)n1
 : i | i | 8 | i | -9 | 2 | i | i | i | 0 | i
N#C/C(=C\Nc1ccc(Cl)cn1)S(=O)(=O)c1ccccn1
 : i | i | -4 | i | -9 | -2 | i | i | i | 0 | i
CCN1C(=O)CS/C1=N\c1nccs1
 : i | i | 0 | i | 0 | -3 | i | i | i | -7 | nt
